# CSM14.1 death rescue: rescue of cells from ER stress-induced death, primary screen, 384-well, CSM14.1, thapsigargin, ATP luminescence (AID 1222); CSM14.1 thapsigargin-induced death rescue, ATP luminescence; higher % means a stronger effect; one-dose cellular ATP content (survival), % at 20 µM; EC50 in µM for titrated hits; 190,000 tested, under 10 active;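 active = EC50 below 50 µM in the dose-response confirmation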;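 note: death triggered by thapsigargin at about 15 µM added after 2 h compound pretreatment; cell ATP read after overnight thapsigargin exposure of roughly 18 to 22 hours; normalized against plate controls of thapsigargin alone and 5% DMSO vehicle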
# Salmonella PhoP GFP: inhibitors of PhoP regulon expression, primary screen, Salmonella Typhimurium, GFP reporter (AID 1863) | inhibition, % at 50 µM, or IC50 in µM where a hit was titrated | S. Typhimurium PhoP-regulated promoter GFP reporter, 4 h; higher % means a stronger effect | 300,000 compounds, 0.16% hits;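 active = inhibition over 29.93%, a cutoff 3 SD above the screen mean, later confirmed by dose response; inconclusive = inhibition over 29.93% but no dose response follow-up; inactive = inhibition at most 29.93% or unconfirmed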;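 note: 0% = low Mg2+ inducing control and 100% = high Mg2+ repressing control; strong numbers were not always called active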
# P. falciparum M17LAP: P. falciparum M17LAP inhibitors, primary screen, biochemical, fluorogenic H-Leu-NHMec substrate, 1536-well (AID 1619) | 220,000 compounds, 0.38% hits | Leucine aminopeptidase (Plasmodium falciparum (isolate 3D7)) | inhibition, % at 30 µM, or IC50 in µM where a hit was titrated | recombinant M17LAP, H-Leu-NHMec fluorogenic kinetic assay; higher % means a stronger effect;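 active = compound inhibiting the enzyme by more than half at any dose during confirmatory dose-response retesting; inconclusive = strong single-dose inhibitors picked by rank but not retested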;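 note: plate controls were full reaction with DMSO carrier for no effect and no enzyme background for full effect; strong numbers were not always called active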
# West Nile virus CPE: West Nile virus antiviral activity, cell-based, CPE readout (AID 1621) | 290,000 compounds, 0.02% hits | CPE inhibition, % at 10 µM; hits with a dose series show IC50 in µM | West Nile virus-infected cells, CPE inhibition; higher % means a stronger effect; in the data active = a potency from the dose series; inconclusive = CPE inhibition mostly from about 3.7% at the one dose, without a potency; inactive = the rest, 99 in 100 with CPE inhibition below about 2.2%; note: strong numbers were not always called active
# human PMI inhibitors: human PMI inhibitors, high substrate, primary screen, biochemical, fluorescence intensity, high mannose 6-phosphate (AID 1220). 190,000 compounds, 0.66% hits. recombinant PMI enzyme, coupled fluorescence intensity; higher % means a stronger effect. one-dose inhibition, % at 20 µM; IC50 in µM for titrated hits. Mannose-6-phosphate isomerase (Homo sapiens); in the data active = inhibition above about 50%
# Yfh1-off respiration: enhancers of respiration in Yfh1-depleted yeast, dose response, Friedreich's ataxia, plus single-dose screen (AID 1465); S. cerevisiae Yfh1-off respiration, WST-1 reduction, 72 h; higher fold induction means a stronger effect; 220,000 compounds, 0.074% hits; one-dose fold induction at 50 µM; EC50 in µM for titrated hits;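 active = fold induction of absorbance versus untreated yeast above a set limit, then at least 30% activation at any dose in follow-up; inconclusive = repeats straddling the limit, or above it without dose testing; inactive = fold induction below the set limit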;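 note: activators that raise dye reduction in frataxin-depleted yeast; strong numbers were not always called active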
# XIAP displacement: XIAP antagonists, biochemical, IAP family, fluorescence polarization (AID 1018); E3 ubiquitin-protein ligase XIAP (Homo sapiens); XIAP BIR domain, fluorescence polarization peptide displacement; higher % means a stronger effect; displacement, % at 20 µM; hits with a dose series show IC50 in µM; 200,000 compounds, 0.007% hits; in the data active = displacement above about 50%; note: a part of the inactive calls stands beside numbers as strong as those of hits
# Siah-1 displacement: Siah-1 peptide-binding antagonists, primary screen, biochemical, fluorescence polarization, rhodamine-plectin, uHTS (AID 1817); E3 ubiquitin-protein ligase SIAH1 (Homo sapiens); Siah-1 / rhodamine-plectin peptide fluorescence polarization; higher % means a stronger effect; displacement, % at 20 µM, or IC50 in µM where a hit was titrated; 290,000 compounds, 0.02% hits;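 active = displacement of at least 50% at 20 µM, with a fluorescence ratio check between 0.3 and a set limit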;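 note: plate controls were Siah plus tracer with DMSO for no effect and tracer alone without Siah for full effect; strong numbers were not always called active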
# M1AAP inhibition: P. falciparum M1AAP inhibitors, biochemical, fluorogenic H-Leu-NHMec substrate, 1536-well (AID 1445); Aminopeptidase N (Plasmodium falciparum (isolate 3D7)); recombinant M1AAP, H-Leu-NHMec fluorogenic kinetic assay; higher % means a stronger effect; 220,000 compounds, 0.42% hits; one-dose inhibition, % at 30 µM; IC50 in µM for titrated hits;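 active = primary inhibition above the hit cutoff, then over 50% inhibition at one or more dose response concentrations, cut at about 23% in these data, passing the limit was not always enough; inconclusive = conflicting primary data, or primary hits not chosen for dose response; inactive = low primary inhibition, or under 50% at every dose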;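 note: plate controls were DMSO full reaction for no effect and no enzyme background for full effect; strong numbers were not always called active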
# * marks the source's active call; other numbers are inactive results; i = inactive; ? = inconclusive; nt = no result given; & = joins results of further samples.
cpd	Structure	XIAP displacement	P. falciparum M17LAP	Salmonella PhoP GFP	Siah-1 displacement	human PMI inhibitors	CSM14.1 death rescue	Yfh1-off respiration	West Nile virus CPE	M1AAP inhibition
1	Cc1cccc(C)c1OCCCN1CCCC1	-1.3%	3%	6%	10%	-10%	-1.2%	i	-0.3%	5%
2	C=CCn1cnc2c(nnn2-c2ccc(Cl)cc2)c1=O	-0.8%	1%	1%	-1%	-5%	nt	i	0.0%	13%
3	CCc1ccc(C(=O)CN2C(=O)C(C)N(c3ccc(C)cc3)C2=O)cc1 (stereo unspecified)	-3.0%	13%	-5%	-2%	5%	-3.6%	i	-0.6%	-1%
4	O=C(O)CSCC(=O)Nc1cccc(C(F)(F)F)c1	-0.9%	35%	-9%	0%	-8%	-2.3%	i	0.1%	6%
5	C1=C(N2CCOCC2)/C(=C/c2nc3ccccc3[nH]2)CC1	-3.7%	6%	-2%	3%	8%	-1.2%	i	0.0%	8%
6	COc1ccc2c(c1)CCc1sc(NC(=O)c3ccco3)nc1-2	-1.2%	7%	15%	0%	61%*	0.7%	i	-0.1%	8%
7	CCC(C(=O)Nc1ncccn1)(C(F)(F)F)C(F)(F)F	-4.9%	-4%	-11%	3%	11%	-0.3%	i	0.1%	3%
8	CC(C)=CC(=O)Nc1ccc(Cl)cc1	-3.4%	-6%	-5%	5%	2%	-1.1%	i	0.1%	9%
9	CC(C)N(C(=O)Cn1c(-c2ccccc2Cl)nc2ccccc21)c1ccccc1	-6.0%	-13%	13%	-8%	5%	-0.7%	i	1.1%	3%
10	O=C(Nc1ccccc1F)c1ccn[nH]1	-4.3%	12%	1%	0%	-3%	-1.4%	i	0.3%	-3%
11	O=C(O)c1ccc(NS(=O)(=O)c2ccc3nnn(O)c3c2)cc1	-3.1%	3%	4%	2%	0%	0.2%	i	0.3%	-4%
12	CC1=CC(=C(C#N)C#N)C=C(C)N1CCN1CCN(C(=O)Nc2ccc(Cl)c(Cl)c2)CC1	-7.0%	-14%	-25%	4%	-9%	2.7%	i	?	7%
13	Cc1c(/C=C2\SC(=O)N(CC(=O)Nc3ccc4c(c3)OCO4)C2=O)c2ccccc2n1C	-8.5%	7%	0%	-6%	9%	-0.9%	i	?	9%
14	Nc1nc(Cl)nc(N(c2ccccc2)c2ccccc2)n1	-1.3%	-23%	1%	11%	11%	0.4%	i	0.3%	-1%
15	Cn1c(C(=O)O)ccc1S(=O)(=O)N(Cc1ccccc1)Cc1ccccc1	nt	2%	-9%	0%	nt	nt	i	0.0%	-5%
16	Cc1ccc(C(=O)Nc2cccc(-c3cnc4ccccc4n3)c2)cc1	-1.7%	0%	0%	-1%	6%	-2.3%	i	0.0%	-5%
17	COc1ccc(NC(=O)Nc2ccc(F)c(F)c2)c(OC)c1	-2.9%	-2%	-12%	4%	5%	4.0%	i	0.0%	1%
18	Cc1nn(Cc2c(Cl)cccc2Cl)c(C)c1N	-2.6%	2%	1%	8%	-7%	-2.1%	i	0.1%	4%
19	CNCC[C@H](Oc1cccc2ccccc12)c1cccs1	-8.9%	-2%	-2%&2%&-7%	-5%	14%	-4.7%	i	-0.1%&0.4%	-6%
20	CN(C(=O)c1cccs1)c1ccccc1C(=O)O	-18%	-14%	1%	-1%	0%	-2.2%	i	0.3%	0%
21	COc1ccc(CC(NC(C)=O)C(=O)NC2CCN(S(=O)(=O)c3ccccc3)CC2)cc1OC (stereo unspecified)	0.0%	-3%	-8%	6%	4%	2.1%	i	0.1%	-2%
22	Cn1cc(C(c2ccccn2)c2cn(C)c3ccccc23)c2ccccc21	0.1%	-2%	5%	3%	-1%	-2.1%	i	-0.3%	11%
23	Cc1cccc(-c2nc3c(c(SCC(=O)N(C)C)n2)CCCC3)c1	-11%	22%	2%	-3%	1%	-0.3%	i	0.3%	12%
24	CCOC(=O)c1c(NC(=O)CSc2nnc(-c3c[nH]c4ccccc34)n2CCOC)sc2c1CCCCC2	-4.5%	10%	-8%	3%	12%	20%	i	-0.5%	1%
25	S=c1[nH]nc(Nc2cccc(Cl)c2)s1	-5.7%	5%	-16%	0%	-57%	-2.2%	i	-0.6%	11%
26	CS(=O)(=O)c1ncc(CO)n1Cc1ccccc1	-11%	0%	-2%	-2%	-7%	-3.1%	i	0.2%	-2%
27	CCN(CC)S(=O)(=O)c1cccc(NC(=O)COc2ccc(C#N)cc2OC)c1	-71%	8%	1%	0%	5%	-1.2%	i	-1.0%	9%
28	CCn1cnc2sc(C(=O)N3CCN(Cc4ccc5c(c4)OCO5)CC3)c(C)c2c1=O	-2.5%	5%	5%	-1%	6%	-0.9%	nt	nt	0%
29	COc1cc(C(c2sc3nc(C)nn3c2O)N2CCN(c3ccccc3)CC2)cc(OC)c1OC (stereo unspecified)	-0.5%	3%	12%	6%	-8%	-1.5%	i	-0.2%	8%
30	COc1ccc(S(=O)(=O)N2CCN(c3cc(-c4ccccc4)nc4ncnn34)CC2)cc1	-3.0%	-4%	-1%	-1%	3%	0.9%	i	?	-2%
31	CCCc1nnc(NC(=O)c2c(O)c3c([nH]c2=O)CCCC3)s1	-0.6%	nt	nt	-2%	12%	-1.6%	i	0.0%	nt
32	CO/N=C/c1ccc(N2CCCC2)c([N+](=O)[O-])c1	-5.9%	-1%	-2%	-2%	-6%	0.4%	i	-0.7%	-4%
33	CCN1CC(c2ccccc2)C(c2ccc(Cl)cc2)=N1 (stereo unspecified)	-4.7%	-3%	-7%	4%	-1%	-4.3%	i	-0.9%	-5%
34	CC(=O)Nc1ccc(S(=O)(=O)NCc2ccc(C(=O)NCc3ccc4c(c3)OCO4)cc2)cc1	-2.8%	5%	2%	-3%	-3%	-2.3%	i	0.0%	11%
35	CCCNC(=O)c1ccccc1NC(=O)C1COc2ccccc2O1 (stereo unspecified)	-3.4%	-7%	2%	4%	6%	3.9%	i	-0.2%	4%
36	O=C(NCCCn1ccnc1)c1ccc(Br)o1	-4.8%	-5%	-5%	-4%	-7%	-1.1%	i	-0.4%	1%
37	Cc1cc(O)c(-c2ccno2)cc1Cl	4.3%	-10%	4%	-4%	2%	-1.2%	i	-0.8%	5%
38	Cc1nn(C)cc1/C=N/NC(=O)C(C)(C)Oc1ccc(Cl)cc1	-2.1%	1%	-11%	9%	-9%	9.5%	i	-0.2%	3%
39	COc1ccc(N2C(=O)C3CCCN3C2c2ccccc2Cl)cc1 (stereo unspecified)	-4.2%	9%	-1%	-3%	17%	-2.1%	i	-0.3%	10%
40	Cc1c(Cl)cccc1NC(=O)CSc1nnc(C)n1-c1ccccc1	-2.4%	7%	-5%	6%	5%	1.7%	i	0.1%	1%
41	O=C(C1COc2ccccc2O1)N1CCN(c2ccc(F)cc2)CC1 (stereo unspecified)	-1.2%	4%	-5%	1%	4%	3.5%	i	-0.9%	-1%
42	Nc1nc(-c2ccc(-n3nncc3-c3ccco3)cc2)cs1	nt	4%	1%	20%	nt	nt	i	0.1%	9%
43	O=S(=O)(c1ccc2c(c1)OCO2)N1CCN(c2nnnn2-c2ccccc2)CC1	-12%	-1%	-6%	-1%	8%	0.4%	i	-0.2%	6%
44	CN1/C(=C\C(=O)c2cccs2)C(C)(C)c2ccccc21	-19%	4%	-14%	6%	13%	8.7%	i	0.1%	6%
45	CCOC(=O)N1CCc2c(sc3nc(SC(C)C)n(N)c(=O)c23)C1	0.1%	2%	-1%	0%	22%	1.3%	i	-0.7%	4%
46	CCOc1ccc2nc(N3CCC(C(=O)N4CCN(C(=O)c5ccco5)CC4)CC3)sc2c1	-2.7%	7%	12%	3%	8%	nt	i	-0.8%	2%
47	COc1ccc2o/c(=N\O)c(C(=O)Nc3ccccc3OC)cc2c1	-2.3%	-10%	0%	-4%	4%	-3.0%	i	-0.2%	11%
48	CCOC(=O)c1c(NC(=O)Nc2ccc(Cl)cc2)sc(C)c1C	1.5%	-7%	17%	6%	0%	-0.6%	i	-0.7%	-3%
49	O=C(c1ccccc1)N1CCSC1=S	5.0%	16%	30%	0%	0%	0.4%	i	0.8%	6%
50	Cc1ccc2c(c1)c1c(n2CC(O)Cn2nc(C)c(Br)c2C)CCCC1 (stereo unspecified)	0.1%	-13%	6%	-2%	10%	-0.3%	i	-1.3%	6%
51	CC(Oc1ccc(Br)cc1)C(=O)NCc1ccccn1 (stereo unspecified)	-8.5%	-13%	3%	-3%	-1%	0.3%	i	-0.8%	-3%
52	COC(=O)CCC(=O)CN	-5.9%	-4%	2%	1%	-14%	-3.5%	i	0.4%	5%
53	Cc1nnc(N2C(=O)c3cccc4cccc(c34)C2=O)s1	-6.2%	8%	12%	-3%	7%	-0.9%	i	0.2%	7%
54	O=C(COC(=O)C1CC(O)CN1S(=O)(=O)c1ccc(Cl)cc1)c1ccccc1Cl (stereo unspecified)	-4.2%	-5%	0%	7%	-6%	-1.5%	i	0.0%	1%
55	Cc1cnc(C(=O)Nc2nnc(C3CC3)s2)cn1	-2.0%	8%	4%	-2%	5%	-0.4%	i	0.3%	13%
56	Cc1nc2c(ccc3nc(NC(=O)Cc4cccc5ccccc45)sc32)s1	-5.6%	-3%	13%	0%	16%	-3.5%	nt	nt	3%
57	O=C(c1ccc(Cl)cc1)c1oc2ccccc2c1CS(=O)c1ccc(Cl)cc1 (stereo unspecified)	-7.4%	5%	-6%	-2%	-55%	-1.1%	i	-1.1%	11%
58	C/C(CC(C)(C)c1ccccc1)=N\NS(=O)(=O)c1ccccc1	-17%	8%	-7%	4%	0%	0.8%	i	-0.2%	-2%
59	O=C(CN1CCNC(=O)C1)NCCc1ccc(Cl)cc1Cl	-6.5%	-6%	-1%	5%	-8%	nt	i	-0.2%	0%
60	O=C(/C=C/c1cccc(Cl)c1)OCc1cn2cc(Cl)ccc2n1	-18%	0%	4%	12%	2%	-1.7%	i	-0.6%	3%
61	Cc1[nH]c2ccc(F)cc2c1CCNC(=O)C1CCCCC1C(=O)OCC(F)(F)F (stereo unspecified)	-6.8%	-5%	6%	6%	12%	0.8%	i	-0.6%	-2%
62	CN1CCCC(OC(=O)COc2ccc(Br)cc2)C1 (stereo unspecified)	-5.6%	2%	24%	6%	3%	-2.6%	i	0.4%	-2%
